Assay outcomes from PubChem BioAssay.
Nrf2 ARE act: activates Nrf2 signaling; 0.31% of 410,000 active; Potency, µM (series often up to 46.1 µM), inactives show at the top dose activation, hits mostly activators; AID 624171; AREc32 ARE-luciferase reporter (MCF7-derived line), luminescence, 24 h; further: potency means the concentration at half of the fitted maximal effect; % of control where 0% means no effect; nearly all actives have a fitted effect of over 65% in size
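AREc32 cells carrying an ARE-driven firefly luciferase reporter were seeded at 1000 cells/well in OPTI-MEM with 5% FBS, then exposed to compound for 24 hr at 37 deg C. Luminescence was read with Steady-Glo after 30 min at RT.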
EPAC2 ag: agonists of human EPAC2 (RAPGEF4); Q8WZA2; EPAC2 activation, biochemical qHTS; response scale: 100% = 6.5 mM cAMP response; Potency, µM (doses to about 154 µM), without a hit: at the top dose activation, hits mostly activators; 0.079% of 360,000 active; AID 720711; further: potency means the concentration at half of the fitted maximal effect; nearly all actives have a fitted effect of over 50% in size
Target sequence (Q8WZA2 whole entry, looked up): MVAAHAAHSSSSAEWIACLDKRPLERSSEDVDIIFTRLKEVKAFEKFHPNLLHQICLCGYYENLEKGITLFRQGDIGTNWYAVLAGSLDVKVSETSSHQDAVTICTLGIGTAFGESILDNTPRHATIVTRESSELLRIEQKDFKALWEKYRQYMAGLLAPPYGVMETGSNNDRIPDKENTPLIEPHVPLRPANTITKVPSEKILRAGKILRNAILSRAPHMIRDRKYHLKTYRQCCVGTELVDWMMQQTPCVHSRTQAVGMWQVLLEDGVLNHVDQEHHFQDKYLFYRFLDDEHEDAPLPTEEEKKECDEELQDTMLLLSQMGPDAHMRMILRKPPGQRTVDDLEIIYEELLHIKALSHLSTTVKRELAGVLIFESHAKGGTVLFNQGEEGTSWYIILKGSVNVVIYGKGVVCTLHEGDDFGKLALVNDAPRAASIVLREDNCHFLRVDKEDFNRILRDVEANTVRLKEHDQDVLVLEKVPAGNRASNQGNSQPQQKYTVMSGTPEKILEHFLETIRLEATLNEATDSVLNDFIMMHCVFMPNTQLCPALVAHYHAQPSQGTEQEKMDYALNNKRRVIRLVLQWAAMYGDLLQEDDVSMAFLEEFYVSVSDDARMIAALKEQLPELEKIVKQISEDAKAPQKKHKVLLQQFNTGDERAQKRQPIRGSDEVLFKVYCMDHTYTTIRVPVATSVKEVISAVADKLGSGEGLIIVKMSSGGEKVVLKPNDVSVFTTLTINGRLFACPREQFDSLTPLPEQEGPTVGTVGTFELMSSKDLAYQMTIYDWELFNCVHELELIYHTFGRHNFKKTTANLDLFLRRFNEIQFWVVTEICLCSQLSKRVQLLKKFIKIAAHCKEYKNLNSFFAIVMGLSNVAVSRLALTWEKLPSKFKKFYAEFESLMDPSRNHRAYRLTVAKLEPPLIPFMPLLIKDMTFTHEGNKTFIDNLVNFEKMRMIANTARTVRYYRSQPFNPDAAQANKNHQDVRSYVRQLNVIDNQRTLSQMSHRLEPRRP
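In this primary screen, activation is scored as increased exchange of BODIPY-GDP from Rap1B by 100 nM EPAC2, with 50 uM GDP as competitor. Signal is normalized to the 6.5 mM cAMP agonist control.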
pAkt inh: Akt phosphorylation inhibition. Neuro2A IGF-stimulated pAkt S473 HTRF, 20 min; hits give low values. activity change, % for hits at 50 µM. 0.32% of 360,000 active; in the data active means activity change below about -80%; inconclusive means mostly about -51% to -80%; further: on the % scale 0 is the no-effect control and ±100 the full control effect
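Single-point screen (50 µM final compound) in Neuro2A cells stimulated 20 min with 6 nM IGF at 37 deg C. After lysis, Ser473-phosphorylated Akt read by HTRF (ex 330 nm, em 615/665 nm) as the 665/615 ratio.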
EPAC2 antagonist: EPAC2 (human) antagonism; Q8WZA2; EPAC2 GEF exchange of Rap1B-BODIPY-GDP, fluorescence; Potency, µM (highest dose often 114 µM), without a hit: at the highest dose activity, negative = inhibition, actives largely listed as inhibitors; 0.18% of 360,000 active; AID 720708; further: potency means the concentration at half of the fitted maximal effect; on the % scale 0 is the no-effect control and ±100 the full control effect; nearly all actives have a fitted effect of over 45% in size; many of its hits are not listed in these tables
A549 tox: kills or reduces viability of A549 cells in Nrf2 counter-screen | A549 ARE-Fluc cells, CellTiter-Fluor viability, 18-24 h | Potency, µM (top dose mostly 46 µM), inactives show at the top dose activity change, negative = cytotoxicity, usual class: inhibitors | 0.16% of 390,000 active | AID 504648; further: potency means the concentration at half of the fitted maximal effect; on the % scale 0 is the no-effect control and ±100 the full control effect
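Cytotoxicity counterscreen: CellTiter-Fluor fluorescence was measured in A549 ARE_Fluc cells after 18-24 h of compound exposure in a concentration series. The subsequent BugLite luminescent read reports ARE-luciferase activity.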
Nrf2 block: blocks Nrf2 signaling | A549 ARE-Fluc reporter, luciferase luminescence, 18-24 h | Potency, µM (top dose mostly 46 µM), for inactives: top-dose activity change, negative = inhibition, hits mostly inhibitors | 2.1% of 360,000 active; further: potency means the concentration at half of the fitted maximal effect; on the % scale 0 is the no-effect control and ±100 the full control effect; nearly all actives have a fitted effect of over 60% in size
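Two sequential reads on A549 ARE_Fluc cells exposed to compound for 18-24 h: a CellTiter-Fluor fluorescence read for viability, then a luciferase luminescence read for Nrf2/ARE activity.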
TGFb SMAD3 inh: blocks TGF-b signaling; AID 588855; HepG2 CAGA-GFP TGF-b/SMAD3 reporter, GFP fluorescence, 18 h; TGF-beta stimulated, 500 pg/mL final; 1.2% of 410,000 active; Potency, µM (series often up to 46.1 µM), for the others: at the top dose activity, negative = inhibition, actives largely listed as inhibitors; further: potency means the concentration at half of the fitted maximal effect; on the % scale 0 is the no-effect control and ±100 the full control effect; nearly all actives have a fitted effect of over 65% in size
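HEPG2 CAGA-GFP reporter cells (1000/well, DMEM with 1% FBS) received compounds, then recombinant TGF-beta at 500 pg/mL final for 18 hours at 37 degrees C. Per-cell GFP summed per well was normalised to unstimulated and stimulated DMSO controls before curve fitting.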
CCT chaperon mod: cytosolic chaperonin activity modulation. 0.3% of 360,000 active. AID 651819. purified chaperonin ATPase assay, HTRF ADP detection, 30 min. activity change, % (test concentration not listed), hits read low; in the data active means activity change below about -30%; further: on the % scale 0 is the no-effect control and ±100 the full control effect
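ATPase activity: ADP formed was measured by HTRF Transcreener (665/615 nm ratio) after 30 min at 37 deg C with 10 uM ATP. Compounds screened at one 76 uM concentration against 40 or 20 nM TRiC in Tris pH 7.4/KCl/MgCl2/DTT buffer.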
MmCpn inh: M. maripaludis TRiC chaperonin inhibition | purified Mm-Cpn ATPase, ADP Transcreener TR-FRET | Potency, µM (titrated, usually from 76.9 µM), without a hit: at the highest dose activity, negative = inhibition, actives largely listed as inhibitors | 0.031% of 330,000 active; further: potency means the concentration at half of the fitted maximal effect; on the % scale 0 is the no-effect control and ±100 the full control effect; nearly all actives have a fitted effect of over 80% in size
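Purified archaeal chaperonin (25 nM final) was preincubated with compound for 10 min at 37°C, then ATP (10 uM final) was added for 30 min at 37°C in Tris pH 7.4/KCl/MgCl2/DTT buffer. ADP was quantified by HTRF Transcreener TR-FRET.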
Numbers without * were called inactive; i = inactive; ? = inconclusive; nt = not tested or not shown; [ ] = another dose, or the depositor's remark. Unless noted, the call rests on the fitted dose curve; in most records, active means well fitted curve in the direction sought with a large enough effect; inconclusive means small, poorly fitted or top-dose-only effect, or another doubt; inactive means no such curve, though single readings can be large; an effect the other way counts as inactive or inconclusive. A portion of the library; count on the stated rates, not on these rows.

Each structure is followed by: Nrf2 ARE act	EPAC2 ag	pAkt inh	EPAC2 antagonist	A549 tox	Nrf2 block	TGFb SMAD3 inh	CCT chaperon mod	MmCpn inh
> CCOc1ccc2[nH]c3c(N4CCN(c5ccccn5)CC4)ncnc3c2c1
    -0.6%	4%	i	-7%	-18%	nt	-8%	0.4	-1%
> COc1ccc(C)cc1S(=O)(=O)Nc1ccccc1
    -0.1%	6%	i	-1%	-17%	11%	0%	-3.7	0%
> Cc1onc(-c2c(Cl)cccc2Cl)c1C(=O)N1CCCc2ccccc21
    -0.6%	21%	i	6%	-14%	?	?	2.5	0%
> CN(c1ccc(OCC(=O)OCC(=O)NCc2ccco2)cc1)S(=O)(=O)c1ccc2ccccc2c1
    -0.5%	9%	i	-1%	-7%	-1%	?	-3.5	1%
> Oc1ccccc1CC=NC1CCCCC1
    -0.3%	-4%	i	15%	?	11%	2%	-1.4	nt
> N#C/C(=N\Nc1ccc(S(=O)(=O)N2CCc3ccccc32)cc1)C(N)=S
    2.9%	24%	i	-24%	?	?	11µM*	-0.9	2%
> CCCS(=O)(=O)N1CCCC(C(=O)NCC2CCCO2)C1 (stereo not drawn)
    -0.9%	-19%	i	6%[57.1 µM]	-8%	-6%	-9%	-1.0	-4%
> CCc1cc(C(=O)NCCN(C)C)cs1
    -0.3%	1%	i	5%	-1%	nt	-7%	2.0	2%
> COc1ccc(-c2cc(C(=O)Nc3ccc(OC)c(OC)c3)no2)cc1
    0.2%	3%	i	4%	-13%	?	6%	0.1	1%
> CCOC(=O)c1ccc(NC(=O)CSc2nnc(CNc3ccc(OC)cc3)n2C)cc1
    0.8%	3%	i	0%	-3%	0%	3%	-6.9	0%
> CCNC(=O)C(=O)NCC(c1cccs1)S(=O)(=O)c1ccc(C)cc1 (stereo not drawn)
    0.2%	8%	i	1%	2%	5%	1%	-0.4	1%
> Cc1ccc(C(=O)OCC(=O)c2cc(C)n(CC3CCCO3)c2C)cc1 (stereo not drawn)
    0.2%	-11%	i	-10%	3%	?	-15%	-1.5	0%
> CCCOc1ccc(N2CC(C(=O)Nc3ccccc3OC)CC2=O)cc1 (stereo not drawn)
    -0.9%	6%	i	9%	4%	8%	2%	-3.9	0%
> Cc1cc(NC(=O)C(C)Oc2ccc(Cl)cc2Cl)n(-c2ccccc2)n1 (stereo not drawn)
    0.3%	17%	i	-12%	-1%	?	4%	-0.8	-1%
> O=C(N(c1ccccc1)c1ccccc1)n1ccnc1
    -0.1%	-4%	i	5%	-1%	13%	-14%	-0.1	1%
> CCOC(=O)C1=C(c2ccccc2)N=C2SCC(=O)N2C1c1ccc(OCC)c(OCC)c1 (stereo not drawn)
    -0.2%	7%	i	2%	-1%	5%	5%	-1.9	-2%
> CC1=C(C(=O)N2CCOCC2)C(c2cc(C)cs2)NC(=O)N1 (stereo not drawn)
    0.0%	-4%	i	9%	-7%	10%	-11%	-0.3	-1%
> Cc1cc(Br)cc(C)c1NC(=O)c1ccccc1[N+](=O)[O-]
    -0.6%	-12%	i	-8%	9%	-6%	1%	-1.5	0%
> C/C(=N/Nc1ccccc1C(=O)O)c1cccs1
    7.3%	-2%	i	-4%	-13%	?	1%	-2.4	1%
> O=C(C1CC1)N1CCN(c2nc3ccccc3s2)CC1
    -0.5%	6%	i	12%	-3%	-14%	-4%	-0.8	0%
> Cc1ccc(C(=O)OCC(=O)NC(=O)Cc2ccccc2)c(O)c1
    -0.5%	3%	i	-7%	-1%	-8%	1%	0.8	-4%
> COc1cccc(N2CCN(C(=O)CNC(=O)c3sc4ccccc4c3Cl)CC2)c1
    1.3%	-3%	i	-2%	1%	-20%	32%[activator]	-0.8	-12%
> COCCCNS(=O)(=O)c1ccc2c3c(cccc13)C(=O)S2
    0.1%	-9%	i	-9%	-12%	?	5%	-6.4	1%
> O=c1oc2ccccc2c(N2CCCCC2)c1[N+](=O)[O-]
    -0.1%	2%	i	-2%	-5%	6%	-8%	1.6	-1%
> CCOC(=O)C1(CC2CCCCO2)CCN(Cc2ccc(OC)cc2F)CC1 (stereo not drawn)
    0.2%	-2%	i	-5%	-4%	?	-25%	1.7	3%
> CCCC(=O)Nc1cc(C(=O)O)ccc1S(=O)(=O)c1ccc(C)cc1
    -0.1%	3%	i	15%	-6%	0%	?	-0.2	0%
> Cn1c(CC(O)c2nc3ccccc3n2C)nc2ccccc21 (stereo not drawn)
    0.6%	3%	i	1%	nt	nt	15%	-2.9	nt
> CC(C)OC(=O)[C@H]1[C@H](c2ccc(Cl)cc2)[C@@](C#N)(C(N)=O)[C@@H]2C=CC(C(N)=O)=CN21
    0.2%	2%	i	11%	-18%	-2%	2%	2.7	-17%
> COc1ccccc1/C=N/NC(=O)C(=O)Nc1ccccc1OC(F)(F)C(F)F
    0.8%	-6%	i	10%	0%	2%	-2%	-4.7	1%
> CC(C)CCNC(=O)c1cc(S(=O)(=O)N2CCCCC2)ccc1N1CCOCC1
    -0.3%	7%	i	5%	11%	4%	4%	-0.5	-1%

Reprinted from the part before: three compounds; new compounds follow.
Each structure is followed by: Nrf2 ARE act	EPAC2 ag	pAkt inh	EPAC2 antagonist	A549 tox	Nrf2 block	TGFb SMAD3 inh	CCT chaperon mod	MmCpn inh
> CC(C)OC(=O)[C@H]1[C@H](c2ccc(Cl)cc2)[C@@](C#N)(C(N)=O)[C@@H]2C=CC(C(N)=O)=CN21
    0.2%	2%	i	11%	-18%	-2%	2%	2.7	-17%
> COc1ccccc1/C=N/NC(=O)C(=O)Nc1ccccc1OC(F)(F)C(F)F
    0.8%	-6%	i	10%	0%	2%	-2%	-4.7	1%
> CC(C)CCNC(=O)c1cc(S(=O)(=O)N2CCCCC2)ccc1N1CCOCC1
    -0.3%	7%	i	5%	11%	4%	4%	-0.5	-1%
> O=C(N/N=C/c1ccc[nH]1)c1cc(-c2cccs2)nc2ccccc12
    0.2%	-9%	i	-7%	-6%	-12%	-10%	-2.2	0%
> CCc1ccc(NC(=O)CN2C(=O)CSc3ccc(S(=O)(=O)N(C)C)cc32)cc1
    0.2%	nt	nt	nt	3%	0%	?	nt	nt
> O=C(OCc1c(F)cccc1Cl)c1cccc(S(=O)(=O)N2CCOCC2)c1
    -0.1%	6%	i	-2%	-1%	-11%	-4%	-1.8	-1%
> Cc1cc(Cl)ccc1C(O)c1ncc(-c2ccccc2C(F)(F)F)[nH]1 (stereo not drawn)
    4.9%	5%	i	0%	nt	nt	?	-0.8	nt
> COc1ccc(C2Nc3ccccc3C(=O)N2O)cc1OC (stereo not drawn)
    7.6%	13%	i	10%	3%	10%	-17%	1.2	0%
> CCCN1C(C(=O)c2ccccc2)=C(OC(=O)c2ccc(OC)cc2)c2ccccc2S1(=O)=O
    -1.4%	nt	nt	nt	?	?	?	nt	nt
> C#CCN(C[C@H]1[C@H](OC(=O)NCc2ccccc2F)[C@H](OC(=O)NCc2ccccc2F)C[C@@H](C(=O)OC)[C@H]1C(=O)OC)S(=O)(=O)c1ccc(C)cc1
    -0.5%	7%	i	11%	nt	nt	2%	-1.0	nt
> CC1=NC(C)(C)Cc2cc(C)c(C)cc21
    -0.5%	2%	i	5%	-8%	-5%	3%	-0.5	0%
> CC1=C(C(=O)Nc2ccc(C)cc2C)C(c2ccc(C)o2)NC(=O)N1 (stereo not drawn)
    -0.3%	12%	i	0%	-1%	nt	-4%	-1.5	2%
> COc1ccc(C2=C(C)C(=O)N(Cc3ccc(C(=O)NCc4cccc(C)c4)cc3)S2(=O)=O)cc1
    0.7%	nt	nt	nt	17%	?	4%	nt	nt
> CC(C)CN(CCNC(=O)CC1Oc2ccccc2NC1=O)CC(C)C (stereo not drawn)
    0.5%	-9%	i	7%	1%	-2%	9%	-1.8	0%
> Cc1ccc(C2=C(O)c3ccccc3C(=O)C2=O)cc1
    1.8%	0%	i	-21%	-2%	-21%	-18%	0.4	-7%
> CC1O[C@@H](OC2C(O)C(O)C(CO)O[C@H]2OC2C[C@]3(C)C(CC(O)C4[C@@H]([C@]5(C)CC[C@@H](C(C)(C)O)O5)CC[C@]43C)[C@@]3(C)CCC(O)C(C)(C)C23)C(O)C(O)C1O (stereo partly drawn)
    0.7%	1%	i	14%	-1%	22%	2%	0.9	0%
> Cc1[nH]n(-c2ccccc2)c(=O)c1C(c1ccc(O)c([N+](=O)[O-])c1)c1c(C)[nH]n(-c2ccccc2)c1=O
    3.8%	-5%	i	-6%	-10%	3%	-5%	-3.4	nt
> Cc1cc(C)c(C(=O)C(C)OC(=O)C2=COCCO2)cc1C (stereo not drawn)
    0.3%	-4%	i	1%	-1%	2%	-5%	-0.6	-10%
> c1ccc(Cn2ncc3c(N4CCN(c5ccccc5)CC4)ncnc32)cc1
    -1.0%	16%	i	-19%	nt	nt	-6%	-1.3	nt
> COc1ccc2[nH]c3c(=O)n(CCCCCC(=O)NCCC(C)C)c(=S)[nH]c3c2c1
    0.3%	6%	i	2%	6%	21%	-10%	-1.1	-8%
> CC(C)NC(=O)COC(=O)c1cncc(Br)c1
    -0.4%	9%	i	-1%	5%	2%	5%	-8.1	0%
> O=C1NC(c2ccccc2)Oc2ccccc21 (stereo not drawn)
    -0.2%	6%	i	0%	-4%	-16%	-16%	-2.7	0%
> CCCc1ccc(S(=O)(=O)N2CCN(C(=O)CN3C(=O)NC(C)(C4CC4)C3=O)CC2)cc1 (stereo not drawn)
    -0.4%	5%	i	3%	nt	nt	7%	-18	nt
> O=C(NCC1CCCO1)C(=O)NCC(c1ccco1)N1CCN(c2ccccc2)CC1 (stereo not drawn)
    0.1%	2%	i	-8%	-2%	-2%	-4%	-3.8	0%
